# mouse EphA4 binding: inhibitors of EphA4 binding to KYL peptide, primary screen, biochemical, colorimetric, mouse EphA4 (AID 689); EphA4-AP binding to KYL peptide, pNPP A405; higher % means a stronger effect; actives 0.1% (n = 62,000); one-dose inhibition, % at 10 µM; IC50 in µM for titrated hits; in the data active = a potency from the dose series; inactive = the rest, 99 in 100 with inhibition below about 22%
# An asterisk follows results filed as active. These rows are one share of the data (hit frequency here may not be typical).
# The first 6 entries as a preview:
compound,mouse EphA4 binding
COc1ccc(NS(=O)(=O)c2ccc(NC(=S)NC(=O)c3sc4cc(F)ccc4c3Cl)cc2)nn1,-4.6%
Cc1ccc(-n2c(C)cc(/C=N/NC(=O)c3ccc(CN4CCOCC4)cc3)c2C)cc1,-2.1%
CCOc1ccc2nc(N3CCCCCC3)sc2c1,-10.3%
Cc1c(N2C(=O)c3ccccc3C2=O)c(=O)n(-c2ccccc2)n1C,5.3%
Cc1ccc(C)c(/C(O)=C2/C(=O)C(=O)N(CCN3CCOCC3)C2c2ccco2)c1 (centres undefined),28.1%
CCOC(=O)N1CCN(c2c(NCCCN3CCCCCC3)c(=O)c2=O)CC1,5.5%

# The list itself, previewed entries included:
compound,mouse EphA4 binding
COc1ccc(NS(=O)(=O)c2ccc(NC(=S)NC(=O)c3sc4cc(F)ccc4c3Cl)cc2)nn1,-4.6%
Cc1ccc(-n2c(C)cc(/C=N/NC(=O)c3ccc(CN4CCOCC4)cc3)c2C)cc1,-2.1%
CCOc1ccc2nc(N3CCCCCC3)sc2c1,-10.3%
Cc1c(N2C(=O)c3ccccc3C2=O)c(=O)n(-c2ccccc2)n1C,5.3%
Cc1ccc(C)c(/C(O)=C2/C(=O)C(=O)N(CCN3CCOCC3)C2c2ccco2)c1 (centres undefined),28.1%
CCOC(=O)N1CCN(c2c(NCCCN3CCCCCC3)c(=O)c2=O)CC1,5.5%
CCOc1cc(C(=O)Nc2cc(C)ccn2)cc(OCC)c1OCC,4.3%
O=C(CN1CCN(c2ncccn2)CC1)Nc1ccccc1-n1cccc1,-4.0%
COc1cc(C(=O)OCC(=O)Nc2cc(C)on2)cc(OC)c1OC,-21.8%
CC(C)N(CCNC(=O)c1cn(C)c2ccc(S(=O)(=O)N(C)C)cc2c1=O)Cc1ccccc1,0.6%
CCOc1ccc(-c2nnc(-c3ccco3)o2)cc1OCC,-31.5%
COc1ccc(C(=O)N2CCN(C3CCN(Cc4ccccc4)CC3)CC2)cc1OC,-14.7%
COc1ccc2c(c1)SC1=NCCS(=O)(=O)N12,-5.6%
CCCOc1ccc(C(C)=O)cc1CC(C(N)=O)C(N)=O,-20.1%
Cc1ccc(S(=O)(=O)N(C)c2cccc3cccnc23)cc1,-8.6%
C=CCc1ccccc1OCCOc1c(Br)cc(/C=c2\sc3nc4ccccc4n3c2=O)cc1OC,0.1%
O=C(c1ccccc1)c1cnc(Nc2ccc(Cl)c(Cl)c2)s1,-16.5%
N#C/C(=C\c1cc(Cl)ccc1O)C(=O)NC1CCCCC1,3.3%
Cc1ccc(Cl)cc1N(CC(=O)NC1CCCCC1)S(C)(=O)=O,-15.9%
Cc1ccc(C2=N/C(=C\c3cccs3)C(=O)N2Nc2ccccc2)cc1,2.91µM*
CC(C)NC(=O)CCCOc1ccc(Cl)cc1Cl,6.4%
COc1ccccc1-n1c2c(cc(C(=O)N3CCC(C)CC3)c1=O)C(=O)CC(C)(C)C2,-15.1%
Nc1c(N2CCN(c3ccccc3)CC2)c2ccccc2oc1=O,-2.0%
Cc1ccc(C)c(NC(=S)c2ccccn2)c1,1.3%
COc1c(Cl)cc(C(=O)Nc2cc(C)ccc2C)cc1Cl,1.8%
COc1ccc(C2CC(=O)C=C(NCC3CCCO3)C2)cc1 (centres undefined),-6.1%
COc1cc(NC(=S)Nc2ccc(S(=O)(=O)N3CCOCC3)cc2)cc(OC)c1OC,-12.2%
Cc1cc(C(=O)Oc2ccccc2C(=O)O)c(C)o1,-13.0%
CCCC(=O)N1CCN(c2ccc(NC(=O)c3ccco3)cc2)CC1,-27.3%
CN(c1ccc(C(=O)N2CCOCC2)cc1[N+](=O)[O-])C1CCCCC1,1.5%
CCn1cc(C(=O)NCc2ccc(C)o2)c2cc(OC)c(OC)cc2c1=O,-9.2%
COc1ccc(C(=O)N/C(=C\c2ccc(-c3cccc(Cl)c3)o2)C(=O)NCCCN2CCOCC2)cc1,-12.7%
COc1ccc2nc(SCC(=O)Nc3ccc(/C=C/c4ccccc4)cc3)[nH]c2c1,-1.4%
CSC1=NCCN1C(=O)COc1ccccc1,-8.1%
CCCC(=O)NC(Nc1ccccc1F)C(Cl)(Cl)Cl (centres undefined),-6.9%
O=C(CN1CCCCC1)N1c2ccccc2CCc2ccccc21,-7.0%
CSCC[C@H](NC(=O)Nc1ccc(C)cc1)C(=O)O,1.5%
CCOc1cc(/C=N/NC(=O)c2cc(C)[nH]n2)ccc1OC(=O)c1ccc([N+](=O)[O-])cc1,-9.4%
Cc1ccc(C)c(S(=O)(=O)Nc2ccc(O)c3ccccc23)c1,21.5%
O=C(O)Cc1ccc2ocnc2c1,-13.8%
CCC1SC2=NCN(c3ccccc3)CN2C1=O (centres undefined),-7.4%
Cn1c(C(=O)NCC2CCCO2)cc2c(=O)n3ccccc3nc21 (centres undefined),-10.1%
COc1cccc(C(=O)Nc2ccc(N3CCCC3)cc2)c1,-5.6%
O=C(CSCc1cccc(CSCC(=O)Nc2ccccc2)n1)Nc1ccccc1,-7.2%
O=C(NCc1ccccc1Cl)c1cnccn1,-12.2%
CC1(C)CC(=O)C2=C(C1)N(c1ccccc1)C(=O)CC2c1ccsc1 (centres undefined),6.6%
CCOc1cc(CNCc2cccs2)cc(Br)c1OCC,-9.7%
CCCC(c1nnnn1CCOC)N1CCN(c2cccc(OC)c2)CC1 (centres undefined),3.6%
N#CC1=C2SCN(c3ccccc3)CN2C(=O)CC1c1c(Cl)cccc1Cl (centres undefined),-1.0%
COc1ccc(C(NC(=O)c2ccccc2)NC(=O)c2ccccc2)cc1OC,-3.4%
Nc1cc(Cl)c(N)cc1Cl,-4.6%
COc1cc(C(N)=O)cc(OC)c1OC,2.5%
CCCCOc1ccc(C(=O)Nc2ccc(S(=O)(=O)Nc3cc(C)on3)cc2)cc1OC,-2.9%
COC(=O)C1=C(O)/C(=C\c2cc(C)n(-c3ccccc3C)c2C)N=C1C,-0.3%
CCOC(=O)c1ccc(NC(=O)NC2CC3CCC(C2)N3Cc2nnnn2C(C)(C)C)cc1 (centres undefined),-16.7%
CSc1nsc(SC)c1NC(=O)N1CCCCC1,-14.1%
COc1ccccc1NC(=O)CCC(=O)Nc1nnc(C(F)(F)F)s1,10.8%
Cc1cc(NC(=O)c2sc(Nc3cccc(C(F)(F)F)c3)nc2N)no1,-9.7%
CCOC(=O)c1ccc(NC(=O)CNC(=O)C2CCCCC2)cc1,1.8%
COCCOC(=O)C1=C(C)NC2=C(C(=O)CC(c3cccs3)C2)C1c1ccsc1 (centres undefined),-1.5%

# Pulled by compound from the entries so far, 4 records:
compound,mouse EphA4 binding
COc1ccccc1NC(=O)CCC(=O)Nc1nnc(C(F)(F)F)s1,10.8%
CCOC(=O)c1ccc(NC(=O)CNC(=O)C2CCCCC2)cc1,1.8%
N#CC1=C2SCN(c3ccccc3)CN2C(=O)CC1c1c(Cl)cccc1Cl (centres undefined),-1.0%
CCCC(c1nnnn1CCOC)N1CCN(c2cccc(OC)c2)CC1 (centres undefined),3.6%

# Continuation:
compound,mouse EphA4 binding
C=CCSc1nc2ccccc2[nH]1,5.1%
CC1CC(C)CN(CC(=O)N2CCc3[nH]c4ccccc4c3C2)C1 (centres undefined),6.0%
Cn1c(N)c(C(=O)COC(=O)C2=COCCO2)c(=O)n(C)c1=O,1.2%
COc1ccccc1NC(=O)c1cc(Nc2ccccc2)nc2ccccc12,1.2%
COc1cc(/C=C(/C(=O)c2cccs2)c2nc3ccccc3[nH]2)ccc1O,16.2%
O=[N+]([O-])c1nn(-c2ccc3c(c2)OCCO3)n(O)c1=Nc1ccc(Cl)cc1,-5.2%
CCc1nnc(NC(=O)c2ccc(-c3cc(C(F)(F)F)ccc3Cl)o2)s1,-12.8%
Cc1cc(C(=O)N2CCN(C)CC2)ccc1[N+](=O)[O-],-0.8%
COC(=O)CNC(=O)C(C)NC(=O)OCc1ccccc1 (centres undefined),2.5%
Cc1cc(C(=O)OCC(=O)NC(C)C)c(C)o1,-1.9%
COc1ccc(NC(=O)c2cccs2)cc1NC(=O)c1ccco1,-6.9%
CC(=O)Oc1cccc(N2C(=O)c3ccc(C(=O)O)cc3C2=O)c1,-13.3%
Cc1no[n+]([O-])c1COc1ccc(C=O)cc1,-14.9%
CCOC(=O)c1sc2ncn(C(CC)C(=O)OCC)c(=O)c2c1C (centres undefined),-0.1%
CCCCNC(=S)N/N=C/c1ccc(C)s1,-6.9%
COCCCn1c(SCC(=O)NCc2ccco2)nc2sc3c(c2c1=O)CCC3,9.0%
CCOc1nc(C)ccc1-c1noc(-c2ccccn2)n1,-7.1%
Cc1cccc(-n2cnc(C(=O)Nc3cccnc3)c2)n1,-3.1%
Cc1ccnc(Nc2nc(-c3ccc(Br)cc3)cs2)c1,6.2%
C=CCOc1ccc(Cl)cc1/C=C1/SC(=S)N(Cc2ccccc2)C1=O,-2.0%
C=CCN(CC=C)CN1C(=O)C(=O)c2cc(Br)ccc21,-13.1%
CCN(CC)C(=O)CSC1c2ccccc2C(=O)N1c1ccccc1 (centres undefined),-3.2%
O=C(NC1=NCCS1)c1ccc(Br)s1,-4.1%
COc1ccc(-c2cc(C(=O)NC(C(=O)O)C(C)C)c(C)o2)cc1OC (centres undefined),-9.3%
COc1cc2[nH]c(=O)n(CCCCCC(=O)N3CC=C(c4ccccc4)CC3)c(=O)c2cc1OC,-9.5%
CCOC(=O)c1ccc2[nH]c(C)c(CCC(C)=O)c(=O)c2c1,-10.1%
COc1ccc(NC(=O)CSc2nnc(-c3ccccc3Cl)n2Cc2ccco2)c(OC)c1,4.1%
COc1ccc(CONS(=O)(=O)c2ccc(NC(C)=O)cc2)cc1Cl,-0.6%
COc1cc(OC)cc(C(=O)N2CCN=C2SCc2cccnc2)c1,-3.5%
O=C(Nc1nc(-c2ccccc2)cs1)c1cccs1,10.9%

# More compounds
mol	mouse EphA4 binding
CSCCC1(C(=O)O)NC(c2ccccc2O)C2C(=O)N(C(C)C)C(=O)C21 (centres undefined)	-7.0%
CN(CCNC(=O)C1CCN(S(=O)(=O)N2CCOCC2)CC1)CCc1ccccc1	3.6%
O=C(NNS(=O)(=O)c1ccccc1)c1cc2cc3ccccc3nc2s1	4.6%
COc1ccc(C2Nc3ccccc3C(=O)N2Cc2ccccc2)cc1COc1ccc([N+](=O)[O-])cc1 (centres undefined)	-0.6%
Cc1nn(Cc2ccccc2)c2sc(C(=O)NCc3cccnc3)cc12	-5.3%
O=C1CC(NNC(=O)c2ccccc2)C(=O)N1 (centres undefined)	-15.2%
Cc1cccc(C)c1NC(=O)CSc1nnc(-c2ccco2)c(-c2ccco2)n1	-3.6%
CSC1=NCCN1C(=O)c1c(F)cccc1F	-1.2%
COc1cccc(/C=N/NC(=O)C(=O)N2CCCC2)c1O	16.9%
CCOC(=O)c1cccc(NC(=O)CCNS(=O)(=O)c2ccc3c(c2)CCN3C(=O)CC)c1	-0.1%
COc1ccc2[nH]cc(CCNC(=O)C3CCCNC3=O)c2c1 (centres undefined)	-8.6%
CC(=O)NC(Cc1ccc(C(C)C)cc1)C(=O)NC1CCN(c2nc(C)cc(C)n2)CC1 (centres undefined)	11.3%
O=C1c2ccccc2C(=O)N1Cc1nc2ccccc2c(=O)n1CCCn1ccnc1	-19.4%
CNC(=O)NC(=O)CSc1ncc(C(F)(F)F)cc1Cl	-0.6%
N=c1nc(-c2ccccc2)ccn1O	-8.9%
O=C(Nc1ncc(Cc2cccc(Cl)c2)s1)c1cccs1	-8.2%
COc1ccc(S(=O)(=O)CCC(=O)NCCc2ccc(Cl)cc2)cc1	-3.4%
Cc1ccccc1Nc1c([N+](=O)[O-])ccc2c1=NC1(CCCCC1)N=2	11.0%
O=C(NCc1ccc2c(c1)OCO2)C1CC(c2ccc(Cl)c(Cl)c2)=NO1 (centres undefined)	-11.0%
O=C(CSc1nnc(Cc2ccccc2)o1)NCc1ccco1	1.1%
CCOc1ccc(C(=O)N2CCc3ccccc3C2)cc1OCC	1.0%
O=C(Nc1ccc(-c2cn3ccsc3n2)cc1)C1CCCC1	8.3%
Cc1cc(C)n(C(=O)CN2C(=O)COc3ccccc32)n1	12.8%
C=CCSc1nc2ccccc2n1C(=O)/C=C/c1cc(OC)c(OC)c(OC)c1	7.5%
COc1ccc(OC)c(NC(=O)CCN2CCN(c3ccccc3F)CC2)c1	4.1%
COc1ccc(CCNC(=O)CCSc2nc(-c3ccco3)cc(C(F)(F)F)n2)cc1	-1.2%
Cc1cc(C)c(NC(=O)Cc2ccccc2[N+](=O)[O-])c(C)c1	19.8%
COC(=O)Cc1cc(=O)[nH]c(/N=C(\N)Nc2ccc(C)cc2C)n1	0.1%
COc1ccc(/C=c2/sc3n(c2=O)NC2(c4ccccc4)N(C)C(=O)N(C)C2(c2ccccc2)N=3)cc1 (centres undefined)	5.8%
CCCc1nnc(NC(=O)Cn2cnc3ccccc3c2=O)s1	-15.9%
CCOc1ccc(N2Cc3ccccc3C2)cc1	10.3%
Cc1nc2cc(-c3ccccc3)ccc2o1	-3.0%
Cc1ccnc(SC2CC(=O)N(c3ccccc3)C2=O)n1 (centres undefined)	10.2%
CC(C)Oc1cccc(C(=O)Nc2ccc(N3CCN(S(C)(=O)=O)CC3)cc2)c1	-13.1%
O=C(CSc1nnc(COc2ccccc2Cl)o1)NC(=O)NC1CCCC1	-8.8%
COc1ccccc1OCc1nnc(SCCN2CCOCC2)o1	-8.2%
CN(Cc1ccccc1)C(=O)CSc1nnc(-c2ccco2)n1-c1ccccc1	-12.5%
Cn1c(=O)c2c(nc(Sc3nc4ccccc4o3)n2C)n(C)c1=O	-12.9%
CCOC(=O)N1CCN(C(=O)CS(=O)Cc2nc(-c3ccc(C)cc3)oc2C)CC1 (centres undefined)	-13.3%
COc1cc(C(C#N)N2N=C(c3ccccc3)CC2c2ccccc2)ccc1O (centres undefined)	-11.0%
CCOC(=O)CSc1nc2c(sc(=S)n2-c2ccccc2OC)c(=O)n1Cc1ccco1	-17.8%
O=C(NCc1cccs1)C1CCCN1S(=O)(=O)c1ccccc1F (centres undefined)	-6.3%
CCOc1cc(C(=O)Nc2ccc([N+](=O)[O-])cc2C)cc(OCC)c1OCC	1.1%
CCCN1CCN(c2nc3c([nH]2)c(=N)ncn3CC(O)CO)CC1 (centres undefined)	-11.6%
Cc1ccc(CN2CCN(S(C)(=O)=O)CC2)cc1	10.5%
COC(=O)C1C2C=CC3(CN(C(C)C)C(=O)C13)O2 (centres undefined)	-6.5%
